KCNQ1 inh – human KCNQ1 channel inhibition | B-score at 10 µM | AID 2642 | P51787 | 310,000 compounds, 1.3% hits | CHO-K1 KCNQ1, FluxOR thallium flux fluorescence; active compounds read high;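 active = compounds whose thallium flux B-score, printed positive for inhibition, exceeds three library SD while starting fluorescence stays within three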;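 also: channel opened by potassium depolarization with thallium stimulus after 20 min compound exposure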
DYRK1A inh – blocks rat Dyrk1A kinase activity; Q63470; ADP-Glo luminescence, NFATc1 peptide; inhibition, % at 12.5 µM; 310,000 compounds, 0.43% hits; AID 504441; in the data active = inhibition above about 50%;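 also: plate controls were vehicle with enzyme for no effect and no enzyme for full effect; many of its hits are not listed in these tables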
TRPC4 PAM – allosteric potentiators of mouse TRPC4 channel. Q9QUQ5. HEK293 TRPC4beta/mu-opioid, DAMGO EC20, Fluo-4 Ca2+ flux; active compounds read high. B-score at 10 µM. 310,000 compounds, 0.42% hits. AID 2227;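 active = B-score of calcium response area above 5 SD of library B-scores, with initial fluorescence ratio within 5 SD of library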;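 also: B-score of integrated fluorescence ratio over time as area under calcium response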
TMEM16A act – activators or potentiators of mouse TMEM16A chloride channel; Q8BHY3; HEK293 TMEM16A/YFP-H148Q/I152L, iodide quench fluorescence; active compounds read low; B-score at 10 µM; 340,000 compounds, 0.3% hits;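 active = fluorescence-ratio B-score plate-corrected deviation score at least 3 library SD below zero, with starting fluorescence score within 5 deviations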;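 also: channel opened by trigger with iodide after compound preincubation; score built on the fluorescence ratio of max minus min over baseline; more negative score means more quench and so TMEM16A activation or potentiation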
ANO1 block – mouse TMEM16A channel inhibition, primary screen. Q8BHY3. HEK293 TMEM16A/YFP iodide influx fluorescence, ionomycin. normalized B-score (activity score, 25-100; higher = stronger inhibition) at 10 µM. 310,000 compounds, 1.2% hits. AID 588511;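 active = ratio plate-corrected score three or more library SD toward inhibition, starting fluorescence score within five deviations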;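 also: score derived from kinetic fluorescence span divided by baseline fluorescence per well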
KCNK9 block – blocks the human KCNK9 two-pore domain potassium channel. Q9NPC2. HEK293 KCNK9, FluxOR thallium flux fluorescence; active compounds read low. B-score at 10 µM. 310,000 compounds, 1.2% hits. AID 488922;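 active = ratio B-score over 3 SD below the library mean, with starting fluorescence within 5 SD of its mean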;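 also: negative B-score means less thallium flux so channel inhibition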
Target sequence (Q9NPC2 whole entry, looked up, the tested form may be a part): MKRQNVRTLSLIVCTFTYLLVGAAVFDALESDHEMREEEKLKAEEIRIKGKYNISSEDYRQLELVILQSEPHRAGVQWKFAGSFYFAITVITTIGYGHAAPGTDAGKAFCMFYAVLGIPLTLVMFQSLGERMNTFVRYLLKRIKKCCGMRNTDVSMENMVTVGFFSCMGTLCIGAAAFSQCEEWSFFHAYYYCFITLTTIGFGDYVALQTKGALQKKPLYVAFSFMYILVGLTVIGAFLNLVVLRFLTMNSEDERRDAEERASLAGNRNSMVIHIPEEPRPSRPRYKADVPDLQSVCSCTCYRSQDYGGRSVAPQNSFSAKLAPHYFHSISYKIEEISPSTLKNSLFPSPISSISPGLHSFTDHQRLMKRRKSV
TRPC4 act – opens the mouse TRPC4 cation channel; AID 2237; Q9QUQ5; 310,000 compounds, 0.49% hits; HEK293 TRPC4beta/mu-opioid, Fluo4 calcium fluorescence; active compounds read high; B-score at 10 µM;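 active = B-score above 5 SD of library B-scores, and initial fluorescence ratio not above library mean plus 5 SD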;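 also: positive B-score marks a calcium rise read as TRPC4 activation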
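system = HEK293 cells stably co-expressing mouse TRPC4beta and mu-opioid receptor | schedule = Fluo4 dye loading 45 min at room temperature, 110 s recording | measure = B-scored integrated calcium fluorescence ratio | signal = Fluo4 calcium-sensitive dye fluorescence, kinetic, 1 Hz baseline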
HDAC3 inh – blocks human histone deacetylase 3; recombinant HDAC3, fluorogenic peptide/trypsin coupled, fluorescence; inhibition, % at 8.3 µM; O15379; AID 2718; 320,000 compounds, 0.15% hits; in the data active = inhibition above about 26%, passing the limit was not always enough; inconclusive = no clear call, values can overlap the other calls
Target sequence (O15379 whole entry, looked up): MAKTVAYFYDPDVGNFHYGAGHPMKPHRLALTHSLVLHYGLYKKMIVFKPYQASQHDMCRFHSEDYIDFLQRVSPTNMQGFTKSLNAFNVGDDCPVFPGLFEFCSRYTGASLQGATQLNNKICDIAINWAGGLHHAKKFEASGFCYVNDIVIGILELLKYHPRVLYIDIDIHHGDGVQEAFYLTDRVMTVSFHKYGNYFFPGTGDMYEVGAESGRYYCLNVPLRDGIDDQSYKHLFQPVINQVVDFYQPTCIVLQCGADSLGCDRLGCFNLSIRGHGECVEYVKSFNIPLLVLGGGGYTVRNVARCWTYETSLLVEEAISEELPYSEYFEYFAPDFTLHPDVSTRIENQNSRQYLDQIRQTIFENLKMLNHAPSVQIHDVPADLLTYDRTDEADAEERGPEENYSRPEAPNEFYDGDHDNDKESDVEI
KCNQ1 act – potentiates or activates the human KCNQ1 potassium channel; P51787; CHO-K1 KCNQ1, thallium flux FluxOR fluorescence; active compounds read high; B-score at 10 µM; 310,000 compounds, 0.35% hits;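 active = fluorescence ratio B-score, a plate-corrected score, at least three library SD, with initial intensity B-score within 5 SD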
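Assay system: CHO-K1 cells stably expressing KCNQ1; Medium: assay buffer with matched DMSO; Also added: K+/Tl+ depolarizing stimulus; Dosing: single dose; Timing: dye 90 min, compound 20 min, room temperature; Measured by: kinetic FluxOR thallium fluorescence, 10-s 1-Hz baseline, 110-s post-stimulus read; Read-out: peak-minus-minimum fluorescence over initial fluorescence, negative-control normalized, B-scored.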
hERG protect – compounds protecting human hERG from proarrhythmic drug block; Q12809; AID 1511; CHO-hERG, FluxOR thallium flux, dofetilide IC70 present; activation (rescue from dofetilide block), less the hit threshold, % at 10 µM; 310,000 compounds, 0.51% hits;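 active = activation above the mean of controls blocked by dofetilide plus 5 SD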;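 also: thallium influx through hERG after potassium depolarization seen as dye fluorescence rise; in these data hits start at about 4.7%; inactives centre near -7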
KCNK3 inh – human KCNK3 channel inhibition, primary screen. CHO-KCNK3 thallium flux, FluxOR fluorescence; active compounds read low. O14649. AID 602410. 340,000 compounds, 0.84% hits. B-score at 10 µM;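 active = B-score under library mean minus 4 SD, starting fluorescence ratio at most library mean plus 5 SD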;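 also: more negative B-score means stronger inhibition of thallium flux through KCNK3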
An asterisk follows results filed as active; i = inactive; ? = inconclusive; / = not tested or not shown.

SMILES | KCNQ1 inh | TRPC4 PAM | KCNK9 block | TMEM16A act | TRPC4 act | ANO1 block | DYRK1A inh | KCNQ1 act | hERG protect | HDAC3 inh | KCNK3 inh
CC(Cc1c[nH]c2ccccc12)C(=O)N1CCN(c2ccccc2F)CC1 (stereo not given) | i | i | i | i | i | i | -4 | i | -9 | 2 | i
O=[N+]([O-])c1ccccc1S(=O)(=O)Nc1ccc(S(=O)(=O)Nc2nccs2)cc1 | i | i | i | i | i | i | / | i | -4 | -1 | i
Cc1ccc(S(=O)(=O)CCC(=O)OCC(=O)c2c[nH]c3ccccc23)cc1 | i | i | i | i | i | i | 1 | i | -6 | -3 | i
Cc1cccc(N2C(=O)CCC2=O)c1 | i | i | i | i | i | i | -1 | i | -12 | -3 | i
Cc1c(C(=O)NCCC2=CCCCC2)cccc1[N+](=O)[O-] | i | i | i | i | i | i | 5 | i | -4 | -2 | i
CCN(CC)C(=S)SCC(=O)Nc1nc(-c2ccccc2)c(-c2ccccc2)o1 | i | i | i | i | i | i | -4 | i | -14 | -8 | i
CCCn1c(-c2nonc2N)nc2ccccc21 | i | i | i | i | i | i | 23 | i | -15 | 2 | i
O=C1c2ccccc2C(Nc2ccc3c(c2)OCCO3)N1c1ccccn1 (stereo not given) | i | i | -15* | i | i | i | 17 | i | -10 | 5 | -9.6*
COc1ccc(NC(=O)CC2C(=O)NC3CCCCC3N2C(=O)c2ccc(F)cc2)cc1 (stereo not given) | i | i | i | i | i | i | -6 | i | -7 | -1 | i
CCCCOc1ccc(CSC(=N)N)cc1[N+](=O)[O-] | i | 21* | i | i | i | i | 5 | i | -9 | -1 | i
CC(C)=CCN1CCN(Cc2coc3ccc(C)cc3c2=O)CC1CCO (stereo not given) | i | i | i | i | i | i | 0 | i | -1 | -8 | i
CCOc1ccc(OCCCN(C)C)cc1 | i | i | i | i | i | i | 1 | i | -3 | 5 | i
CC(C)NC(=O)c1nc2ccccc2s1 | i | i | i | i | i | i | -8 | i | -11 | -3 | i
O=C(Cn1ncc2c3ccccc3n(Cc3ccccc3)c2c1=O)NC1CCCC1 | i | i | i | i | i | i | -4 | i | -5 | 0 | i
CC(=O)c1ccc(NC(=O)CSC2=NS(=O)(=O)c3cc(Cl)ccc3N2)cc1 | i | i | i | i | i | i | -3 | i | -2 | / | i
CCOC(=O)C1=C(CC)OC(N)=C(C#N)C1c1ccsc1 (stereo not given) | i | i | i | i | i | i | 0 | i | -4 | 6 | i
O=C(NCc1cnn(-c2ccccc2)c1)C1CCC(=O)N(C2CC2)C1 (stereo not given) | i | i | i | i | i | i | 2 | i | -6 | 8 | i
Cc1c(OCC(=O)NCCCN2CCCC2=O)ccc2c3c(c(=O)oc12)CCCC3 | i | i | i | i | i | i | 6 | i | -8 | ? | i
Nc1nonc1-n1nnc(C(=O)N/N=C/c2ccncc2)c1CSc1ccc(Cl)cc1 | i | i | i | i | i | i | 1 | i | -4 | 0 | i
Brc1ccc(/C=N/Nc2nc3ccccc3o2)cc1 | i | i | i | i | i | i | -1 | i | -2 | 3 | i
O=C(N/C(=C/c1ccc([N+](=O)[O-])cc1)C(=O)N1CCCC1)c1ccccc1 | i | i | i | i | i | i | 1 | i | -3 | -12 | i
COc1ccc(O)c(/C=N/Nc2nc(C)cc(-c3ccccc3)n2)c1 | i | i | -15* | i | i | i | 1 | i | -13 | ? | -10*
O=C(Nc1cc(Cl)ccc1Oc1ccccc1)C1=COCCO1 | i | i | i | i | i | i | 5 | i | -6 | 1 | i
O=C(CN1CCN(Cc2ccccc2)CC1)Nc1ccc(F)c(F)c1 | i | i | i | i | i | i | / | i | 1 | 1 | i
COc1cc(/C=N/NC(=O)CSCc2ccc([N+](=O)[O-])cc2)cc(OC)c1OC | i | i | i | i | i | i | -2 | i | -3 | 0 | i
CCNC(=S)Nn1cnc2ccccc21 | i | i | i | i | i | i | -2 | i | -9 | / | i
CCOP(=O)(OCC)C1NC(=O)N(c2ccccc2)C1=O (stereo not given) | i | i | i | i | i | i | -4 | i | -1 | 7 | i
O=C(Cc1ccccc1)NNC1=NS(=O)(=O)c2ccccc21 | i | i | i | i | i | i | -2 | i | -4 | -8 | i
COc1cccc2cc(C(=O)NCc3ccccc3)c(=N)oc12 | i | i | i | i | i | i | -3 | i | -10 | -4 | i
COc1cccc(C(=O)NC2CCN(CC(=O)Nc3cccc(C)c3C)CC2)c1 | i | i | i | i | i | i | 7 | i | -2 | 5 | i
CCCCOc1ccc(S(=O)(=O)N2CCCCCC2)cc1 | i | i | i | i | i | i | / | i | -8 | -4 | i
CCOC(=O)N1CCC(N2CCCC(C(=O)c3ccccc3OC)C2)CC1 (stereo not given) | i | i | i | i | i | i | -2 | i | -11 | -1 | i
COCCN(CCOC)Cc1c(O)ccc2c3c(c(=O)oc12)CCC3 | i | i | -7.1* | i | i | i | 0 | i | -7 | -208 | i
COc1cccc(NC(=O)c2cc(Cl)nnc2Cl)c1 | i | i | i | i | i | i | 12 | i | -8 | 1 | i
Cc1c(CC(=O)NC(C)C)c(=O)oc2cc3c(cc12)CCC(C)(C)O3 | i | i | i | i | i | i | -6 | i | -5 | -110 | i
COC(=O)C1=C(C(=O)OC)[C@@H]2N(C)c3ccccc3[C@@]23C[C@@H](C(=O)OC)N(C(=O)c2ccc(Br)cc2)C3=N1 | i | i | i | i | i | i | -4 | 30* | -8 | -5 | i
O=C(NCC(=O)N1CCCC1)c1ccc(Br)cc1 | i | i | i | i | i | i | -3 | i | -4 | -3 | i
CCOC(=O)c1[nH]c(C)c(/C(O)=C2\C(=O)C(=O)N(CCCn3ccnc3)C2c2ccncc2)c1C (stereo not given) | i | i | i | i | i | i | -6 | i | -11 | 6 | i
COc1ccc(C2=C(Nc3ccc(C)cc3)c3ccccc3C2=O)cc1 | i | i | i | i | i | i | -9 | i | -12 | 3 | i
CC(=O)c1cc(CC(=O)N2CCc3c([nH]c4ccccc34)C2c2ccccn2)cs1 (stereo not given) | i | i | i | i | i | i | -5 | i | -5 | -9 | i
COC(=O)c1cccc(N2C(=O)C3CC=CCC3C2=O)c1 (stereo not given) | i | i | i | i | i | i | -7 | i | -12 | -1 | i
COc1ccc(-c2nn(C)c(=O)c3ccccc23)cc1CNC(=O)NC1CCCCC1 | i | i | i | / | i | i | / | i | -9 | -5 | /
CCCCc1ccccc1NC(=S)NC1CCCC1 | i | i | i | i | i | i | -2 | i | -3 | -3 | i
Nc1ccc(N2CCN(C(=O)c3cccs3)CC2)cc1 | i | i | i | i | i | i | -6 | i | -6 | -2 | i
Cc1cccc(NC(=O)N2CCC(NC(=O)c3ccco3)CC2)c1 | i | i | i | i | i | i | -2 | i | -2 | -2 | i
NNC(=O)c1ccc(COc2ccc([N+](=O)[O-])cc2)o1 | i | i | i | i | i | i | / | i | -5 | -7 | i
CCCCOc1ccc(CSC(CC(=O)O)C(=O)O)cc1 (stereo not given) | i | i | i | i | i | i | 11 | i | -4 | -10 | i
CCN(CC)CCN(C(=O)c1cccc([N+](=O)[O-])c1)c1nc2ccc(OC)cc2s1 | i | i | i | i | i | i | 0 | i | -15 | -2 | i
CN(Cc1ccon1)C(=O)C1CCC(=O)N(Cc2ccc(Cl)cc2)C1 (stereo not given) | i | i | i | i | i | i | / | i | -6 | 2 | i
CN(C)c1ccc(NC(=O)CSc2nnc(C3CCCCC3)n2N)cc1 | i | i | i | i | i | i | 3 | i | -3 | -9 | i
COC(=O)c1ccc(C(=O)OC)c(NC(=S)N2CC(C)CC(C)C2)c1 (stereo not given) | i | i | i | i | i | i | -9 | i | -7 | -7 | i
CCc1nnc(NC(=O)CN2CCN(c3ccccc3F)CC2)s1 | i | i | i | i | i | i | 0 | i | -11 | 4 | i
C#CCNc1cc(-c2ccccc2)nc2ncnn12 | i | i | i | i | i | i | / | i | -9 | 3 | i
CN(C)C(=O)c1c(NC(=O)c2ccccc2)sc2c1CCC2 | i | i | i | i | i | i | -4 | i | -12 | 2 | i
COc1ccccc1/C=C/C(=O)NCC(=O)N1CCC(N(C)C2CCCC2)CC1 | i | i | i | i | i | i | 2 | i | -7 | -2 | i
CCCCc1cc(=O)oc2cc(OCC(=O)Nc3ccccn3)ccc12 | i | i | i | i | i | i | 4 | i | -6 | -8 | i

Remaining list, next part.
SMILES | KCNQ1 inh | TRPC4 PAM | KCNK9 block | TMEM16A act | TRPC4 act | ANO1 block | DYRK1A inh | KCNQ1 act | hERG protect | HDAC3 inh | KCNK3 inh
Cc1nnc(NC(=O)c2ccccc2Br)s1 | i | i | i | i | i | i | 5 | i | -7 | 5 | i
Cc1nc2ccccn2c1/C(O)=C1\C(=O)C(=O)N(CCCn2ccnc2)C1c1ccncc1 (stereo not given) | i | i | i | i | i | i | 1 | i | -9 | 8 | i
COC(=O)c1ccccc1NC(=O)Nc1ncccc1C | i | i | i | i | i | i | -2 | i | -10 | -2 | i
Cc1ccc(OCCN2C(=O)NC3(CCc4ccccc4C3)C2=O)cc1 (stereo not given) | i | i | i | i | i | i | 1 | i | -3 | -4 | i
Cc1c(NC(=O)C(C)OC(=O)c2cccnc2)c(=O)n(-c2ccccc2)n1C (stereo not given) | i | i | i | i | i | i | 6 | i | -9 | 2 | i
COC(=O)c1cc(NC(=O)c2cc(-c3ccc(OC)cc3)oc2C(F)(F)F)ccc1N1CCOCC1 | i | i | i | i | i | i | / | i | -8 | 18 | i
COC(=O)c1cnc(Oc2ccc(NC(=O)NC(=O)c3c(F)cccc3F)cc2)cc1C(F)(F)F | i | i | i | i | i | i | 2 | i | -4 | 8 | i
CCOC(=O)c1sc(=S)n(-c2ccccc2OC)c1N | i | i | i | i | i | i | 3 | i | -8 | 4 | i
COC(=O)[C@]1(Cc2ccccc2)N[C@H](c2ccc(-c3ccc(OC)cc3)cc2)[C@@H]2C(=O)N(C)C(=O)[C@@H]21 | i | i | i | i | i | i | 3 | i | -6 | -12 | i

Only part of the results is shown, so the mix of outcomes need not match the whole.
